NCI-60 one-dose screen, 48 h, at 10 µM unless noted. Numbers give growth in % (100 = growth as untreated, 0 = no growth, -100 = all killed).
HL-60(TB) = HL-60(TB) leukemia cells. AID 1794776. 78,000 compounds, 9% hits; active = growth percent below 10
* marks the source's active call; other numbers are inactive results; & = joins results of further samples; [ ] = another dose, or the depositor's remark.

SMILES	HL-60(TB)
CCCN1CC(c2ccc(OC)c(OC)c2)=C(c2cn(C(=O)OCC)c3ccccc23)C1=O	33
CCOc1ccccc1NC(N)=S	81
COc1cccc(/C(C)=N\Nc2ccc([N+](=O)[O-])cc2[N+](=O)[O-])c1OC	96
CCCCCCCCCCCCCCNc1nc(-c2ccc(C(F)(F)F)cc2)ncc1-c1ccc(C(F)(F)F)cc1	105
CCCCCCN(CCCCCC)CC(=O)c1ccc2cc(Br)c3ccccc3c2c1	98
COc1ccc2c(c1)/C(=C\c1ccc(O)cc1)C(=O)N2	80
CCN1C(=O)N(CC)C2C1NN=c1s/c(=C\c3ccccn3)c(=O)n12 (stereo unspecified)	-23*
C/C(CC(C)C)=N/O	104&81
CC(=O)CCSCc1ccccc1	120
O=C(c1cc2cccnc2n1-c1ccc(Cl)c(Cl)c1)N1CCC1	99
Cc1ccc(C(=O)O)cc1S(=O)(=O)F	99
Cc1cc(C)c(C(=O)CCC[n+]2ccccc2)c(C)c1	117
C=CS(C)(=O)=O	99
Clc1ccc(-c2cn3cc(Cc4ccccc4)sc3n2)cc1	88
COc1ccc2c(c1)N(CCO)C1=C(C(=O)OC1)C2c1ccc(OC)c(OC)c1 (stereo unspecified)	-2.7*
COc1cc2c(cc1OC)C(CC1(O)CCCCC1)N(S(=O)(=O)c1ccc(C)cc1)CC2 (stereo unspecified)	-25*[100 µM]
Cc1ccccc1Nc1ncnc2nc[nH]c12	105
Cc1ccc(N=C(C(c2ccccc2)c2ccccc2)N2CCCCC2)cc1	69
CC(C)(COS(=O)(=O)Cc1ccccc1)COS(=O)(=O)Cc1ccccc1	93
NS(=O)(=O)c1ccc(-n2cc(-c3cccc(NC(=O)c4cccc(C(F)(F)F)c4)c3)nn2)cc1	98
S=C(NCCCN1CCOCC1)NN=C1c2ccccc2-c2ccccc21	90
O=C(NC(=S)N1CCN(c2ncnc3c2cnn3-c2ccccc2)CC1)c1ccc(Cl)cc1	96
S=c1[nH]cccc1-c1nnc2n1Nc1nc3ccc(Br)cc3cc1CS2	103
COc1cc(-c2c(C#N)c(-c3ccc(Cl)cc3)nc3c2c(-c2ccccc2)nn3-c2ccccc2)ccc1O	95
O=C1CNC(c2ccc(Cl)cc2)N1O (stereo unspecified)	90
Nc1nc2ccc(Cl)cc2[nH]1	104
CN(C)CCOC(=O)Nc1ccccc1Cl	112
COc1cc(/C=C/c2nc3ccccc3c(=O)n2-c2ccc(C#Cc3ccc(C(C)(C)C)cc3)cc2C)cc(OC)c1OC	96
Cc1ccc(-c2nc(C#N)c(N3CCN(S(=O)(=O)c4oc(-c5ccc(C)cc5)nc4C#N)CC3)o2)cc1	86
N#C/C(=C1\SC(=O)CN1c1ccccc1)c1nc2ccccc2s1	93

New compounds follow:
SMILES	HL-60(TB)
Nc1ccc(S(=O)(=O)Nc2cccc(C(F)(F)F)c2)cc1	96&107
NCCCN	99
O=Cc1cn(Cc2ccc(Cl)cc2)c2ccccc12	98
O=C1C(c2ccccc2)=C(N2CCc3ccccc32)OC1(Cl)Cl	-15*
O=C1CC[C@@]2(O)[C@H]3Cc4ccc(O)c5c4C2(CCN3CC2CC2)[C@H]1O5	100
O=C(O)CNC(=O)c1ccc(C(=O)NCC(=O)O)cc1	88
O=C1S/C(=C\c2ccc([N+](=O)[O-])cc2)C(=O)N1CCN1CCCCC1	99
Nc1nnc(-c2cc(=O)oc3ccc(Cl)cc23)o1	100
CCOC(=O)c1nn(-c2ccccc2)c(=O)c2c(N)c(C(=O)OC)c(C(=O)OC)cc12	102
CCOC(=O)/C=C/c1ccc([N+](=O)[O-])o1	-4.6*
NC(=O)CC(NC(=O)COc1ccc(Cl)cc1Cl)C(=O)O (stereo unspecified)	109
CC(C)NCCCNc1ccnc2cc(Cl)ccc12	86
COc1cccc(N2CCN(c3cccc(C)n3)CC2)c1	100
O=c1[nH]c(N2CCOCC2)nc2sc3c(c12)CCCC3	103
COc1ccc2c(c1)c(-c1nc(-c3c[nH]c4ncccc34)cs1)cn2CCCN1CCCCC1	-61*
Cc1cc(Cl)ccc1Nc1nc(C(F)(F)F)ccc1C(=O)N/N=C/c1ccc(F)cc1	-36*
COc1cc2cc(Sc3ccc(NC(=O)c4ccc(N5CCOCC5)c(C(F)(F)F)c4)cc3)c(C)nc2cc1OC	98
CCOC(=O)c1nc(Nc2ccc(NC(=O)Nc3ccc(Cl)c(Cl)c3)cc2)c2ccccc2n1	127
COc1ccccc1-c1ccc2c(N)c(C(=O)c3ccc4c(c3)OCO4)sc2n1	37
CCN(CC)CCCC(C)Nc1ncnc2ccc(OC)cc12 (stereo unspecified)	100
C=CCNC(=O)c1ccccc1SC(C)=O	105
CCN1CCN(C2=Nn3c(nnc3-c3cc(C(F)(F)F)cc(C(F)(F)F)c3)SC2)CC1	119
OCNc1ccc(-n2cnc3cc(-c4ccc(O)cc4)ccc32)cc1C(F)(F)F	-2.5*
C/C(=C\CSc1ccccc1C(=O)O)CCCC(C)CCCC(C)CCCC(C)C (stereo unspecified)	41
Cc1ccc(-c2ccnc(/N=C(\N)Nc3ccc(S(=O)(=O)Nc4nc(C)cc(C)n4)cc3)n2)cc1	86
COc1cc(CNC(=O)C23CCC(C)(C)CC2C2=CCC4[C@@]5(C)CC[C@H](OC(C)=O)C(C)(C)C5CC[C@@]4(C)[C@]2(C)CC3)ccc1O (stereo partly specified)	40
CCn1c(SCc2ccccc2)nc2c1c(=O)n(C)c(=O)n2C	103
CC1=C2[C@@H](CC1)[C@]1(C)O[C@@](C3CC3)(C[C@H]1O)[C@H]2OC(=O)/C=C/c1ccccc1	83
C#CCCCCCC(=O)CC(=O)N[C@H]1CCOC1=O	99
CCOC(=O)/C=C/c1ccc(Br)cc1	101

Further structures follow.
Molecule | HL-60(TB)
O=C1C(=O)N(CN2CCCCC2)c2ccccc21 | 105
COc1ccc(C2NC(=O)Nc3c2c(=O)n(-c2ccccc2)c2ccccc32)cc1 (stereo unspecified) | 105
O=C(NNc1nc2cc(Br)ccc2n2cccc12)c1cnccn1 | 29
CCc1nn2c(-c3ccc(OC)cc3)c(-c3cc(OC)c(OC)c(OC)c3)nc2s1 | 51
COc1cccc(-c2nc3sccn3c2-c2ccnc(NCCNS(=O)(=O)c3ccc(F)cc3)c2)c1 | -6.2*
O=C(Nc1ccccc1Cl)c1ccccc1 | 99
O=C(CCCCCCN1CC(=O)N2[C@H](c3ccc(Cl)cc3)c3[nH]c4ccccc4c3C[C@@H]2C1=O)NO | 1.5*
C=C1CCC2C3(C)COC(c4ccc(N(C)C)cc4)OC3CCC2(C)C1C/C=C1/C(=O)OCC1O (stereo unspecified) | 15
CCCCCCc1cn(C(C)c2ccc(OC)c(OC3CCCC3)c2)nn1 (stereo unspecified) | 76
COc1cccc(/C=C/c2c(C(=O)O)cccc2[N+](=O)[O-])c1OC | 97
CCN(CC)CC(O)c1ccccc1 (stereo unspecified) | 86
COc1cc(CNC(=O)Cc2ccccc2)ccc1OCc1cn(-c2ccc([N+](=O)[O-])cc2)nn1 | 82

(further entries)
Molecule | HL-60(TB)
COc1ccc(-c2nc(SCCC(C)C)nc(N/N=C\c3ccccc3O)c2C#N)cc1 | 84
COc1ccc2c(OCc3nnc4ccc(-c5ccccc5)nn34)ccnc2c1 | 106[2.5 µM]
CCOC(=O)c1noc2c1CCc1c-2cn(Cc2ccc(OC)c(N)c2)c1-c1cc(OC)c(OC)c(OC)c1 | 71
C/C(=N/Nc1ccccc1[N+](=O)[O-])C(C)C#N (stereo unspecified) | 102
Cc1ccc(S(=O)(=O)OCCN2C(=O)c3ccccc3C2=O)cc1 | 100
O=C(O)Cc1ccccc1F | 96
O=C(CCCSCCCC(=O)N/N=C/c1ccccc1)N/N=C\c1ccccc1 | 85
CCCCCCC(=O)CC(=O)OCC | 105
CCOC(=O)c1[nH]c(=S)[nH]c1C | 88
Cc1ccc(C)c2c1CC/C(=C\c1ccccc1[N+](=O)[O-])C2=O | 71
CCOC(=O)Cn1nc2oc(=O)c(CCN3CCN(c4ccccc4OC)CC3)c(C)c2c1C | 51
CC12CCC3C4(C)COC(c5ccccc5)OC4CCC3(C)C1CC(C1=CCOC1=O)O2 (stereo unspecified) | 99

(continued)
Molecule | HL-60(TB)
CCOC(=O)Cn1c(=O)c2c(c3ccccc3n2C)n2nnc(-c3ccccc3)c12 | 109
COc1ccc(-c2cc(-c3ccc(Cl)cc3)c(C#N)c(=O)n2CCCCCC(=O)NO)cc1 | 107
CCC(/C=N/Nc1ccc([N+](=O)[O-])cn1)CC | 83
C/C=C/C(=O)O | 100
Cc1ccc(C(NC(=O)c2ccccc2)c2ccc3cccnc3c2O)cc1 (stereo unspecified) | -21*
CS(=O)(=O)Nc1ccc(C(=O)CC2(O)C(=O)Nc3ccc(F)cc32)cc1 (stereo unspecified) | 98
COc1ccccc1NCCCO | 106
ClCCOCCOc1ccc(C2CCCCC2)cc1 | 105
CCN(CC)c1cc(C(=O)O)cc(Cl)n1 | 98
CC(=O)CC(c1ccccc1)c1c(-c2ccccc2)[nH]c2ccccc12 (stereo unspecified) | 93
c1ccc(CC2CCc3ccccc32)nc1 (stereo unspecified) | 84
N#Cc1cnn(C(=O)c2ccccc2Br)c1NC(=O)c1ccc(Br)cc1Cl | 107

By substructure, the entries above containing a cyano group (seven)
Molecule | HL-60(TB)
COc1cc(-c2c(C#N)c(-c3ccc(Cl)cc3)nc3c2c(-c2ccccc2)nn3-c2ccccc2)ccc1O | 95
Cc1ccc(-c2nc(C#N)c(N3CCN(S(=O)(=O)c4oc(-c5ccc(C)cc5)nc4C#N)CC3)o2)cc1 | 86
N#C/C(=C1\SC(=O)CN1c1ccccc1)c1nc2ccccc2s1 | 93
COc1ccc(-c2nc(SCCC(C)C)nc(N/N=C\c3ccccc3O)c2C#N)cc1 | 84
C/C(=N/Nc1ccccc1[N+](=O)[O-])C(C)C#N (stereo unspecified) | 102
COc1ccc(-c2cc(-c3ccc(Cl)cc3)c(C#N)c(=O)n2CCCCCC(=O)NO)cc1 | 107
N#Cc1cnn(C(=O)c2ccccc2Br)c1NC(=O)c1ccc(Br)cc1Cl | 107

Next part:
Molecule | HL-60(TB)
Cc1ccn2c(-c3csc(Nc4cccc(O)c4)n3)c(C)nc2c1 | -19*
O=C(CSc1nnnn1-c1ccccc1)Nc1ccc(Oc2ccccc2)cc1 | 110
O=C1OC(CN2CCOCC2)CN1/N=C/c1ccc([N+](=O)[O-])o1 (stereo unspecified) | 88&85
CCCCCCCCS(=O)(=O)Nc1ccc(C(=O)O)cc1 | 93
C=C[C@]1(C)C=C2C(=O)[C@@]3(O)OC[C@@]4(CCCC(C)(C)C43O)C2(O)C(O)C1 (stereo partly specified) | -74*
O=C(c1ccc2nc(NS(=O)(=O)c3ccc4ccccc4c3)sc2c1)N1CCN(c2ccc(Cl)cc2)CC1 | 98
CC(C)N1CSC(=S)NCCNC(=S)SC1 | 95
Cc1ccc(C(=O)Nc2ccc(Cl)cc2C(=O)NCc2ccccc2)cc1 | 52
COc1cc(C2NC(c3ccc(Cl)cc3)C(C)C(=O)C2C)cc(OC)c1OC (stereo unspecified) | 95
CN1C(=O)N(C)C2C1NC(=O)N2CC(=O)N1CCOCC1 (stereo unspecified) | 92
O=CN1N=C(c2cccc(Nc3ccncc3)c2)CC1c1ccc(Cl)cc1 (stereo unspecified) | 91
CS(=O)(=O)c1ccc(N2N=C(c3ccc(-c4ccccc4)cc3)CCC2=O)cc1 | 77

6 entries picked at random from those above, as already listed:
Molecule | HL-60(TB)
COc1cc(CNC(=O)C23CCC(C)(C)CC2C2=CCC4[C@@]5(C)CC[C@H](OC(C)=O)C(C)(C)C5CC[C@@]4(C)[C@]2(C)CC3)ccc1O (stereo partly specified) | 40
CN1C(=O)N(C)C2C1NC(=O)N2CC(=O)N1CCOCC1 (stereo unspecified) | 92
COc1ccc(C2NC(=O)Nc3c2c(=O)n(-c2ccccc2)c2ccccc32)cc1 (stereo unspecified) | 105
Cc1cc(C)c(C(=O)CCC[n+]2ccccc2)c(C)c1 | 117
O=C(O)Cc1ccccc1F | 96
Cc1ccn2c(-c3csc(Nc4cccc(O)c4)n3)c(C)nc2c1 | -19*

Next section
Molecule | HL-60(TB)
CCCCOc1ccc2nc3cc(Cl)ccc3c(Cl)c2n1 | 95
COc1cc(-c2cc(-c3ccc(Br)cc3)nc3nc(N)[nH]c(=O)c23)ccc1Oc1ccnc2cc(Cl)ccc12 | 100
COc1ccccc1C(=O)Nc1cccc(-c2cc(=O)c3ccccc3o2)c1 | 79
C=C(C)[C@@H]1CC[C@]2(COC(=O)c3cccc(OC(C)=O)c3)CC[C@]3(C)[C@H](CC[C@@H]4[C@@]5(C)CC[C@H](O)C(C)(C)[C@@H]5CC[C@]43C)[C@@H]12 | 116
Cc1ccc(C(=O)Nc2ccccc2C(=O)N/N=C(\c2ccccc2)c2ccccn2)cc1 | 2.4*
CN(C)c1ccc(/C=C/c2nc(=O)c3ccccc3o2)cc1 | 79
O=S(Cl)C(Cl)=C(Cl)Cl (stereo unspecified) | 133
COc1cccc(C(=O)CSc2nc3sc4c(c3c(=O)n2-c2ccccc2)CCC(C)C4)c1 (stereo unspecified) | 106
O=C1c2ccccc2C(=O)N1/N=C/c1ccccc1Cl | 104
Cc1cc(C)cc(NC(=O)Cn2cc(COn3nnc4ccccc43)nn2)c1 | 93
CN1C(=O)N(C)C2NC(=NCCO)NC21 (stereo unspecified) | 89
CC(C)CC[n+]1cccc(C(=O)c2ccccc2)c1 | 99

New compounds follow:
Molecule | HL-60(TB)
COC(=O)Cc1cc(O)cc2oc(-c3cc(Cl)cc(OC)c3OC)cc(=O)c12 | 113
O=C1/C(=C/c2ccccc2)CCc2nc3ccccc3c(/C=C/c3ccc(F)cc3)c21 | 58
CCOP(=O)(OCC)c1nc(-c2ccc(C)cc2)oc1NCCCI | 75
CC(C)OC(=O)Nc1cc(C(F)(F)F)cc(C(F)(F)F)c1 | 100
CNCCn1c(=O)c2cc(OC)c(OC)cc2c2ccc3cc4c(cc3c21)OCO4 | -26*
C#CCN(C)CCCOc1ccc(NC(=O)CCCCCCCCC(=O)NO)cc1Cl | 29

Source: PubChem BioAssay (NCI)

Not all compounds are listed (hit frequency here may not be typical).
